Screening results from PubChem.
RmlCD inh mix – inhibitors of RmlC and RmlD coupled enzymes; RmlC/RmlD coupled enzyme inhibition, 384-well mixture HTS; inhibition, % at 5.5 µM; 110,000 compounds, 0.39% hits; in the data active means inhibition above about 30%, passing the limit was not always enough; further: strong numbers were not always called active
HIV RNase H inh – blocks HIV-1 RNase H cleavage of RNA/DNA duplex | RT-RNase H RNA/DNA duplex cleavage, fluorescence | inhibition, % at 10 µM | 65,000 compounds, 1.9% hits | AID 565; in the data active means inhibition above about 50%
Starred values were filed as active, the others as inactive; i = inactive; / = no result given. Not all compounds are listed (hit frequency here may not be typical).

Preview:
The line under a structure holds: RmlCD inh mix | HIV RNase H inh
O=c1oc(Nc2ccccc2F)nc2ccccc12
→ 4.9 | /
Cc1cc(N2CCCC2)ccc1/C=N/n1cnnc1
→ 14.1 | -20.7
CC(C)n1c(Sc2nccn2C)nc2c1c(=O)n(C)c(=O)n2C
→ 101.8 | -2.6

The list itself, from the start:
The line under a structure holds: RmlCD inh mix | HIV RNase H inh
O=c1oc(Nc2ccccc2F)nc2ccccc12
→ 4.9 | /
Cc1cc(N2CCCC2)ccc1/C=N/n1cnnc1
→ 14.1 | -20.7
CC(C)n1c(Sc2nccn2C)nc2c1c(=O)n(C)c(=O)n2C
→ 101.8 | -2.6
COc1ccc(C)cc1NC(=O)CC(O)(C(F)(F)F)C(F)(F)F
→ 13.3 | /
CC1CCN(CC(=O)N2CC(=O)Nc3ccccc32)CC1
→ -9.7 | /
CCCc1nc(SCc2ccc(Cl)cc2Cl)n[nH]1
→ 7.9 | /
O=C(NC1CCCC1)c1ccc(CNc2c(N3CCOCC3)c(=O)c2=O)cc1
→ 10.4 | /
O=C(O)c1cc(CN2CCOCC2)oc1-c1ccccc1
→ 8.0 | -10.3
COC(=O)c1cc2sc(Cl)cc2n1CC(=O)NCCC(C)C
→ 3.0 | /
Cc1cc(-c2ccco2)c(C#N)c2nc3ccccc3n12
→ -7.9 | -41.2
Nc1ccn([C@H]2CC[C@@H](CO)O2)c(=O)n1
→ -12.7 | /
CCS(=O)(=O)NC(C)C(c1cccs1)N1CCN(c2ccc(F)cc2)CC1 (centres undefined)
→ 10.2 | /
COc1ccc(C(=O)O)cc1S(=O)(=O)Nc1cccc(C(F)(F)F)c1
→ -4.7 | -9.1
COC(=O)c1ccc(COc2nc(C)cc(C)c2C#N)o1
→ -8.5 | -38.1
COc1ccccc1/C=N/N(C(C)=O)c1nc(-c2ccc(F)cc2)cs1
→ -12.0 | /
Cc1nc(C)c(C(=O)N(c2ccc(C)c(C)c2)C(C(=O)NCc2ccco2)c2ccccc2)s1 (centres undefined)
→ -2.4 | /
COc1cccc(C2=CC(=O)CCC2)c1
→ 8.0 | /
O=C(CSc1nnc(-c2cccnc2)o1)OC1CCCCC1
→ -12.2 | -4.7
Cc1ccc(C(=O)CCC(=O)O)cc1
→ 27.2 | /
N#Cc1nc(COc2ccccc2)oc1N1CCN(c2cccc(Cl)c2)CC1
→ 7.1 | 4.5

Reprinted at random: two compounds from above.
The line under a structure holds: RmlCD inh mix | HIV RNase H inh
COc1ccccc1/C=N/N(C(C)=O)c1nc(-c2ccc(F)cc2)cs1
→ -12.0 | /
Cc1cc(-c2ccco2)c(C#N)c2nc3ccccc3n12
→ -7.9 | -41.2

The list goes on.
The line under a structure holds: RmlCD inh mix | HIV RNase H inh
O=C(NCc1ccco1)c1scc2c1OCCO2
→ 31.9 | -9.0
O=C(Nc1scc(-c2ccccc2)c1C(=O)O)c1ccco1
→ 11.5 | 0.3
Cc1ccc(-c2c(=O)n(OCc3ccccn3)c3ccccc3[n+]2[O-])cc1
→ -83.5 | /
c1ccc(CSc2nnc(-c3sccc3-n3cccc3)o2)cc1
→ 7.2 | /
O=c1[nH]c(-c2ccccc2)c(-c2ccccc2)[nH]1
→ 24.9 | -11.0
CCC1(C)Cc2c(sc3c2c(=O)n(-c2ccccc2)c(=O)n3C)CO1 (centres undefined)
→ 4.0 | /
O=C(Nc1ccc(-c2csc(Nc3cccc(C(F)(F)F)c3)n2)cc1)c1cccc(C(F)(F)F)c1
→ 4.0 | /
CCN(CC)S(=O)(=O)c1ccc(OC)c(NC(=O)c2cccc([N+](=O)[O-])c2C)c1
→ -27.4 | /
CCN(CC)c1nc(C)c(C(C)=O)cc1C#N
→ -5.4 | /
Cc1ccc(S(=O)(=O)N2CCC(=O)N(CCOC(=O)Nc3cccc(Cl)c3)CC2)cc1
→ -4.8 | /
CCC(C)(C(=O)Nc1ccc2c(c1)OCCO2)N(C(C)=O)c1ccc(C(N)=O)cc1 (centres undefined)
→ 3.5 | -10.7
COC(=O)c1sc(NC(=O)C2CCCO2)c(C(=O)OC)c1C (centres undefined)
→ 7.6 | -21.1
OC(CNc1ccccc1)COc1ccc(OCC(O)CNc2ccccc2)cc1 (centres undefined)
→ -15.2 | /
COc1cc(C(=O)OC2CC3CCC2(C)C3(C)C)ccc1OC(C)=O (centres undefined)
→ 1.9 | /
O=C(NCCNC(=O)C(F)(F)F)c1ccncc1
→ 32.0 | -9.9
O=C(COc1cccc2ccccc12)NNC(=O)C1CCCO1 (centres undefined)
→ -28.9 | /
CCn1cc(Cl)c(C(=O)Nc2nc3ccccc3n2CCN2CCCCC2)n1
→ -13.9 | -42.3
Cc1ccc(-n2ncc3c(NCc4cccnc4)ncnc32)c(C)c1
→ / | -7.3
CC1(C)CC(N2CN(C3CCCCC3)CC2=O)CC(C)(C)N1
→ 7.5 | -8.5
Cc1nc(C(=O)Nc2cc(Cl)ccc2Cl)nn1-c1cc(OC(C)C)c(Cl)cc1Cl
→ -0.6 | /

The line under a structure holds: RmlCD inh mix | HIV RNase H inh
Cc1ccc(C2C(C=Nc3c(C)n(C)n(-c4ccccc4)c3=O)=C(c3ccccc3)Oc3ccccc32)cc1 (centres undefined)
→ -7.9 | /
COc1cc(CC(=O)Oc2ccc3c(c2)OCO3)cc(OC)c1OC
→ 8.0 | -12.8
Cc1ccc(Nc2c(N)c(=O)oc3ccccc23)cc1
→ 4.1 | /
COc1ccc(Oc2nc3ccccc3nc2C(F)(F)F)cc1
→ -8.2 | /
COC(C[C@@H]1O[C@H]1[C@H](O)[C@@H](C)OCc1ccccc1)OC
→ 7.3 | /
COc1ccc(Cl)cc1N1C(=O)C2CCCN2C1c1ccc(F)cc1 (centres undefined)
→ 5.8 | 1.4
Nc1cc(OC(=O)c2cccs2)nn1S(=O)(=O)c1ccc(F)cc1
→ 5.0 | -1.0
CCCC(c1nnnn1Cc1cccs1)N1CCN(C2CCCC2)CC1 (centres undefined)
→ 0.9 | -4.4
CC(=O)CC(=O)Nc1ccn(-c2ccccc2)n1
→ 13.3 | /
COc1ccc(-c2csc(NCCc3nc4cc(Cl)c(N5CCCCC5)cc4n3CCOCCO)n2)cc1
→ 14.9 | /
Cc1ccc(CCNC(=O)c2nnn(-c3cccc(C)c3)c2N)cc1
→ -10.3 | -8.1
O=C1CC(c2ccco2)CC(O)=C1C=NCCN1CCNCC1 (centres undefined)
→ 9.3 | 5.9
CC1=C(C(N)=O)C(c2cccc(OCc3ccccc3)c2)n2nnnc2N1 (centres undefined)
→ -10.5 | -0.8
Cc1cc(C)nc(N(C#N)CN2C(=O)c3ccccc3C2=O)n1
→ -3.5 | -13.7
Clc1ccc(CCNc2nc3ccccc3s2)cc1
→ 8.7 | /
O=C(c1sc2ccccc2c1Cl)N(Cc1ccccc1Cl)C1CCS(=O)(=O)C1 (centres undefined)
→ -9.3 | /
CCOc1ccc(CCNC(=O)CCc2nc(-c3ccc(OC)cc3)no2)cc1OCC
→ -27.3 | 2.8
Cc1cccc(-n2ncc3c(N)ncnc32)c1
→ -5.4 | -21.0
O=C(CCN1C(=O)C2C3C=CC(C3)C2C1=O)N1CCN(c2ccccc2Cl)CC1 (centres undefined)
→ 9.3 | -6.4
Cc1ccccc1C(=O)NC(C)c1ccc2c(c1)CCCC2 (centres undefined)
→ -1.6 | /

The line under a structure holds: RmlCD inh mix | HIV RNase H inh
O=C1C(Cl)=C(Nc2ccccc2O)C(=O)N1c1ccccc1
→ -5.4 | 41.2
CCCCN(C)C(=O)C1CCN(Cc2ccc(OCc3ccccc3)cc2)CC1
→ -4.7 | /
CCOC(=O)C1=NN(c2ccccc2)C(=O)/C1=C\c1ccc(N(C)C)cc1
→ 11.8 | /
c1ccc(Cn2nnnc2CN2CCN(Cc3ccc4c(c3)OCO4)CC2)cc1
→ -14.6 | -6.8
COc1ccc(Nc2cc(C)nc3nc(C)nn23)cc1Cl
→ 6.9 | -2.8
c1ccc(SCc2nc(-c3cccnc3)no2)cc1
→ 2.0 | -42.5
CC(=O)Nc1cc(-c2nn(CC(=O)N3CCCCC3)c(=O)c3ccccc23)ccc1N1CCOCC1
→ -9.6 | 2.0
COc1cccc(C(=O)CN(C(=O)c2ccc(Cl)c(Cl)c2)N2C(=O)c3ccccc3C2=O)c1
→ -3.2 | /
CC(C)C(c1nnnn1Cc1ccccc1)N1CCc2ccccc2C1 (centres undefined)
→ -0.4 | -1.0
CCOc1ccc(NC(=O)C2CCCN(C(=O)NCc3ccccc3)C2)cc1 (centres undefined)
→ 7.0 | /
O=C(Nc1ccccc1C(=O)NCCCn1ccnc1)c1ccc(Cl)cc1Cl
→ 12.1 | /
O=C(CN1CCCCC1)N1c2ccccc2Sc2ccc(C(F)(F)F)cc21
→ 48.3 | /
O=C(CCNC(=O)Cn1ccc2ccccc2c1=O)NCCCN1CCN(c2ccccc2F)CC1
→ 4.3 | 5.2
Cc1ccnc2nc(C(=O)N3CCN(S(=O)(=O)c4ccccc4)CC3)nn12
→ 2.9 | -3.8
C=CCNC(=O)c1ccccc1NC(=O)c1ccc(Cl)c(S(=O)(=O)Nc2ccccc2)c1
→ -10.6 | /
O=C(CCCC(=O)OCC1CCCO1)OCC1CCCO1 (centres undefined)
→ -5.2 | -15.8
O=C(C1CCC1)N1CCc2cc(S(=O)(=O)Nc3ccc4c(c3)OCO4)ccc21
→ 9.6 | 0.1
COc1ccc(CNC(=O)c2cc(-c3ccco3)on2)cc1
→ -20.8 | 3.7
COc1ccc(OCC(=O)OCC(=O)NCc2ccco2)cc1
→ 14.0 | /
O=C(c1ccccc1F)c1cn(CC(=O)N2CCCC2)c2ccccc12
→ 9.5 | /

Full records as entered above. Order of screens: RmlCD inh mix	HIV RNase H inh
`COc1cc(C(=O)OC2CC3CCC2(C)C3(C)C)ccc1OC(C)=O` (centres undefined) in the list: 1.9	/
`Nc1ccn([C@H]2CC[C@@H](CO)O2)c(=O)n1` in the list: -12.7	/

Remaining list, next part:
The line under a structure holds: RmlCD inh mix | HIV RNase H inh
Cc1cc(C)c2c(c1)-c1c(ssc1=S)C(C)(C)N2C(=O)CSc1nncn1C
→ -3.7 | 8.2
O=C(CSc1ccc(Cl)cc1)Nc1ccc(NC(=O)c2ccco2)cc1
→ -12.8 | /
O=C(NCCN1CCN(c2ccccc2F)CC1)c1cccn2c(=O)c3ccccc3nc12
→ 6.2 | 3.4
CC(C)c1ccccc1N1CC(C(=O)O)CC1=O (centres undefined)
→ 15.4 | 0.2
Fc1ccc(Cn2c(SCc3ccc(F)c(C(F)(F)F)c3)nnc2C(F)(F)F)cc1
→ 3.6 | /
COc1ccc(OC)c(S(=O)(=O)Nc2ccc(C(C)=O)cc2)c1
→ 9.1 | /
COC(=O)Cc1c(C)c2ccc(OCC(=O)N3CCOCC3)cc2oc1=O
→ -1.2 | -0.7
CCC(CC)c1nnc(NC(=O)COc2ccc3c(C)cc(=O)oc3c2)s1
→ 5.2 | /
C=COCCNC(=O)C1CC(=O)N(c2ccc(C)cc2)C1 (centres undefined)
→ i | -1.5
O=C(CN1CCOCC1)Nc1ncc(Br)cc1Br
→ -9.4 | -11.3
COc1ccc(C(=O)n2nc(-c3ccc(C)cc3)nc2N)cc1OC
→ -7.3 | 26.3
C=CCN1C(=O)C2(NNc3ccccc3O2)c2ccccc21 (centres undefined)
→ 7.6 | /
OC(CN1CCN(c2ccccn2)CC1)Cn1c2ccc(Cl)cc2c2cc(Cl)ccc21 (centres undefined)
→ -1.5 | /
C=C1[C@@H](C)C2[C@H](Cc3ccccc3)NC(=O)[C@]23OC(=O)CC[C@H](O)CCC[C@H](C)C/C=C/[C@H]3[C@@H]1O (some centres undefined)
→ 3.8 | 0.9
CCCCOCCCNC1=NCCCCC1
→ 29.3 | 5.4
O=C(NCCC1=CCCCC1)C1CCCN(S(=O)(=O)c2cccc3cccnc23)C1 (centres undefined)
→ -3.3 | -1.4
CCOC(=O)C(Cc1ccccc1)NC(=O)Cn1nnc(-c2ccccc2)n1 (centres undefined)
→ 2.2 | -21.3
COc1ccc(N=c2oc3cc(O)ccc3cc2C(=O)NCC2CCCO2)cc1 (centres undefined)
→ 13.8 | 0.2
CC1=CC(C)(C)N(C(=O)CSc2nnc(C)s2)c2ccc(C)cc21
→ 3.0 | /
COc1ccc(CNC(=O)[C@@H]2CC=C[C@@H]3CCN(C4CC4)C(=O)[C@@H]32)cc1
→ 4.1 | /

The line under a structure holds: RmlCD inh mix | HIV RNase H inh
c1ccc(Cn2ccnc2SCc2nnc(-c3ccccc3)o2)cc1
→ -0.8 | -29.0
CCOC(=O)c1c(NC(=O)c2cccs2)sc(C(=O)N2CCOCC2)c1C
→ / | -24.5
COc1cc(O)c(C(CCN2CCN(c3ccccc3)CC2)c2ccc(N(C)C)cc2)c(OC)c1 (centres undefined)
→ 2.5 | /
O=C(CSc1nnnn1Cc1ccccc1)NCC(=O)c1ccccc1
→ -14.8 | -43.2
O=C(CSc1nc2ccccc2c2nc3ccccc3n12)NCc1ccco1
→ 1.9 | 84.0*
O=C([C@H](Cc1ccc(O)cc1)n1cc(CCO)nn1)N1CCNCC1
→ -9.5 | /
O=C(Nc1cccc([N+](=O)[O-])c1)c1ccc(CSc2ccccc2)cc1
→ 12.6 | /
Cc1cccc(NC(=O)Cn2cc(C(=O)c3ccco3)c3ccccc32)c1
→ 3.5 | /
O=C1OCC(CO)(CO)N=C1NNc1ccc(Cl)c(Cl)c1
→ -9.3 | /
CCCCn1nnc(NC(=O)c2sc3cc(Cl)ccc3c2Cl)n1
→ 5.7 | -8.2
Cc1cc(N2CCN(C)CC2)n2cc(-c3ccc(F)cc3)nc2n1
→ -8.3 | /
CCOC(=O)c1ccc(NC(=O)NCc2ccncc2)cc1
→ 1.1 | -5.4
COc1ccc(OC)c(S(=O)(=O)N(C)CC(=O)Nc2cc(Cl)ccc2OC)c1
→ -21.4 | 21.5
O=C(c1ccccc1-c1ccccc1)N1CCCC1
→ 0.0 | -1.9
Cn1c(N2CCC(C(N)=O)CC2)nc2c1c(=O)n(Cc1cccc(Br)c1)c(=O)n2C
→ 12.2 | -11.2
CC1CCN(S(=O)(=O)c2csc(C(=O)Nc3ccccc3)c2)CC1
→ -2.5 | /
Cc1ccc2c(c1)cc(CN(Cc1ccc3c(c1)OCO3)C(=O)c1ccccc1)c1nnnn12
→ 6.0 | /
CCn1ncc(Cl)c1C(=O)Nc1cc(Cl)ccc1Cl
→ 12.4 | -28.8
